From PubChem
bIAP inhibitor: blocks bovine intestinal alkaline phosphatase activity; purified bovine IAP, CDP-star luminescence, 30 min; inhibition, % at 20 µM; 190,000 tested, under 10 active;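 active means over 50% inhibition of intestinal alkaline phosphatase at 20 µM in the single-dose screen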
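System: Purified bovine intestinal alkaline phosphatase (IAP) enzyme | Input: IAP diluted 1/65,000,000 in the well | Also added: CDP-star chemiluminescent phosphatase substrate, 30 µM final | Dosing: 20 µM single dose | Times: Enzyme reaction for 30 min at room temperature | Detection: Luminescence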
APP 5UTR inh: APP translation inhibition; AID 1285; SH-SY5Y APP 5'UTR-luciferase reporter, luminescence; hit rate 0.82% among 190,000; inhibition, % at 2 µM;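 active means inhibition above a set limit, derived from the sample mean plus 3 SD, cut at about 45% in these data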; further: values of inactives mirror those of a sister screen read the other way
TNAP inh noacc: blocks human TNAP activity with no phosphate acceptor present | P05186 | purified TNAP, CDP-star luminescence, 30 min | inhibition, % at 20 µM | hit rate 0.26% among 200,000 | AID 1012;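 active means tissue-nonspecific alkaline phosphatase inhibition above about 50% at 20 µM in the single-dose screen, limit read from the data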;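 further: 0% = DMSO negative control and 100% = EDTA positive control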
Target sequence (P05186 whole entry, looked up): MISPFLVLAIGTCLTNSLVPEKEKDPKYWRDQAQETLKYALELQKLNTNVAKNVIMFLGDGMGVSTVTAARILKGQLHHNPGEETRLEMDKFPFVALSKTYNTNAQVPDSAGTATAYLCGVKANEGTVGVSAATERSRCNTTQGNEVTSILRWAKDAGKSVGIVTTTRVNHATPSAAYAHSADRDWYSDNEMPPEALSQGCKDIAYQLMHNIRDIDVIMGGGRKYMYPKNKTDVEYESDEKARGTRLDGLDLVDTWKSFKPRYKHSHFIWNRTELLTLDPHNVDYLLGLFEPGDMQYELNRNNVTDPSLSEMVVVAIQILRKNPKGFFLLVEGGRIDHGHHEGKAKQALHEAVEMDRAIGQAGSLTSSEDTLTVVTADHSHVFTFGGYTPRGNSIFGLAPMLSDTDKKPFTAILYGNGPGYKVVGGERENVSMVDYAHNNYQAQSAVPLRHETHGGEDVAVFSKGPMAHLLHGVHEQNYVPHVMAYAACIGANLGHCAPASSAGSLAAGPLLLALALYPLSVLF
bIAP activator: intestinal alkaline phosphatase (bovine) activation; hit rate 0.17% among 200,000; AID 1016; purified bovine IAP, CDP-star luminescence, 30 min; active compounds read high; fold of DMSO-control signal, blank-subtracted; activation factor at 20 µM;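 active means activation factor of 2 or more at 20 µM, a signal rise over negative controls twice the positive control's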
FLuc stim CS: firefly luciferase counter-screen for stimulation assays; ATPlite luciferase biochemical, luminescence, 10 min; 0 = ATP-free wells, 1 = DMSO control; activation factor at 10 µM; 200,000 tested, under 10 active;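 active means luciferase activation factor, scaled between plate controls, of at least 2 with compound at 10 µM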
Target sequence (P08659 whole entry, looked up): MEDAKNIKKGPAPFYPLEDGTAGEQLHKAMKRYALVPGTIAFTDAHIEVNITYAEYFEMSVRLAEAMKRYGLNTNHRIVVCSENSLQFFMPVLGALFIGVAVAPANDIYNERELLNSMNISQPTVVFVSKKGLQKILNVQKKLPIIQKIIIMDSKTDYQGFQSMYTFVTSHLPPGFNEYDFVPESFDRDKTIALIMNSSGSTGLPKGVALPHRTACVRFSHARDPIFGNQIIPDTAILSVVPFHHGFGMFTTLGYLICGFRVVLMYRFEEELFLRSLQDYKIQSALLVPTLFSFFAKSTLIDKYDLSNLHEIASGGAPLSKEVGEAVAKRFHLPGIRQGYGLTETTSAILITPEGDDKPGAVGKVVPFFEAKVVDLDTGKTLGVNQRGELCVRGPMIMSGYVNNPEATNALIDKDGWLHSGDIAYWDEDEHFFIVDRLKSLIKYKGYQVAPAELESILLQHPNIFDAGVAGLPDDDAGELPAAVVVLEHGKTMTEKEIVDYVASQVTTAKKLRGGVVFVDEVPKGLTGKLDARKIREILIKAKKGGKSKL
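System: cell-free luciferase reagent; medium: PBS as buffer for the ATP substrate; doses: test compounds dosed from 2 mM stocks in 100% DMSO; incubation: 10 min, room temperature; measured by: luminescence from luciferase reaction; read-out: luciferase activation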
TNAP act hiacc: increases human TNAP activity under high phosphate acceptor concentration. purified TNAP, CDP-star luminescence, 1 M DEA, 30 min; active compounds read high; 0 = EDTA background, 1 = DMSO-only activity. activation factor at 20 µM. 200,000 tested, under 10 active;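 active means activation factor at least 2 at 20 µM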
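Control set: EDTA negative control, DMSO positive control / Assay system: human TNAP / Quantity: TNAP 1/800 final / Evaluation: TNAP activation factor scaled between EDTA and DMSO control wells / Measured by: luminescent substrate turnover signal / Compound dosing: one dose, 20 µM / Times: 30 min enzyme reaction at room temperature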
FLuc inh counter: Photinus pyralis luciferase inhibition counter-screen. P08659. ATPLite firefly luciferase biochemical luminescence, 10 min. inhibition, % at 10 µM. hit rate 1.5% among 200,000. AID 1006;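 active means inhibition above about 50% when tested at 10 µM, limit read from the data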
TNAP inh hiacc: blocks human TNAP under high phosphate acceptor concentration; P05186; purified TNAP, CDP-star luminescence, 1 M DEA; inhibition, % at 20 µM; hit rate 0.03% among 200,000; AID 1135;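 active means over 50% inhibition of tissue-nonspecific alkaline phosphatase at 20 µM in the single-dose screen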;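 further: plate controls were DMSO wells for no effect and EDTA-quenched wells as full inhibition for full effect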
RAM network inh: yeast RAM network inhibition | AID 868 | S. cerevisiae dse1pr::URA3 reporter, 5-FOA growth OD615, 2 d; analog-sensitive cbk1-as2 kinase mutant strain | hit rate 1.8% among 190,000 | inhibition, % at 50 µM;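 active means inhibition above a set limit, 3 SD over mean compound inhibition, cut at about 8.4% in these data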;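 further: 0% = DMSO-only wells with no growth and 100% = 10 µM 1-NA-PP1 full growth; inhibition rescues growth on 5-FOA so higher OD means more RAM inhibition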
Lmaj promast: Leishmania major promastigote growth inhibition; AID 1063; Leishmania major promastigotes, resazurin fluorescence viability; inhibition, % at 10 µM; hit rate 9% among 200,000; in the data active means inhibition above about 50%;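 further: promastigotes grown with compound for 44 hours at 28 °C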
Starred values were filed as active, the others as inactive; . = not tested or not shown.

SMILES	bIAP inhibitor	APP 5UTR inh	TNAP inh noacc	bIAP activator	FLuc stim CS	TNAP act hiacc	FLuc inh counter	TNAP inh hiacc	RAM network inh	Lmaj promast
NC(=O)c1c(NC(=O)CSc2nnc(-c3ccccc3)n2CC2CCCO2)sc2c1CCC2 (stereo not given)	6	-17	-10	0.9	1	1	-2	-2	0.6	5
O=S(=O)(c1cccc2nsnc12)N1CCOCC1	11	-4	-7	0.9	1	1.1	-5	-6	0.9	4
O=C(COC(=O)c1cc[n+]([O-])cc1)Nc1ccc(Cl)cc1[N+](=O)[O-]	5	2	-19	1	1.1	1.1	-7	-5	-0.3	10
COc1ccc(S(=O)(=O)Nc2ccccc2-c2nnn(CC(=O)Nc3ccccc3OC)n2)cc1	.	-9	1	0.3	1.1	1	-10	-1	8.1	98*
O=C(CSc1ncnc2ccccc12)NCCCO	8	-7	-22	0.9	1	1	-2	-4	1.2	5
Cn1cccc1CNC1CCCCC1	-6	4	-1	1.1	1.1	1.1	-10	-6	0.9	-3
Cn1c(SC(C(=O)Nc2ccc(F)cc2)c2ccccc2)nc2ccccc21 (stereo not given)	-5	-4	-29	1.1	1	1	-3	-3	0.2	8
Cc1ccc2c(c1)c(C1=NC(=S)NC1=O)c(O)n2C	4	-7	5	1	1	1	-4	-1	1.4	2
O=C(N/N=C/c1cc([N+](=O)[O-])ccc1N1CCCCCC1)c1ccccn1	-2	-35	10	1	1	0.8	3	15	4.0	60*
C=CCN(CC=C)CCOc1ccc(OC(C)C)cc1	4	-12	-10	1	1	1	4	-4	0.8	21
Cc1cccc(C(=O)Nc2scc(CC(C)C)c2C(=O)O)c1	3	-18	-6	1	1	1	0	-4	6.2	-9
Cc1ccc(NC2c3ncccc3C(=O)N2C2CCCCC2)cc1C (stereo not given)	12	0	-4	0.9	1	1	-4	2	3.8	-1
CNC(=O)c1cc2ccccc2o1	11	-4	-6	0.9	1	1	-2	0	2.8	-5
Cc1ccc(NC(=O)CN(C)C(=O)Cn2ncc(Cl)c(Cl)c2=O)cc1	13	96*	-11	0.9	0.9	0.9	6	6	2.3	73*
CC(C)Cn1c(N)c(C(=O)NCC2CCCO2)c2nc3ccccc3nc21 (stereo not given)	-26	10	-15	1.3	1.1	1.1	-8	-11	-0.3	59*
CCOC(=O)/C(O)=C/c1ncc(C(F)(F)F)cc1Cl	-3	8	1	1	1	1	2	-1	-1.6	-4
CCOC(=O)Nc1cc(OCC)c(NC(=O)C2CC2)cc1OCC	7	10	-10	0.9	1	1	-5	0	1.6	-1
Cn1c(=O)c2c([nH]c(=O)n2C)n(C)c1=O	6	2	-6	0.9	1	1	0	-4	-0.3	2
CCC1(C(=O)c2ccccc2)C(c2ccc([N+](=O)[O-])cc2)C1(C(=O)OC)C(=O)OC (stereo not given)	-2	.	-6	1	1.1	1	-6	-3	4.2	19
CC(C)CNS(=O)(=O)c1ccc(OCC(=O)NCc2ccco2)cc1	6	-8	-8	0.9	1	1	-1	-4	-0.4	-6
COc1ccc(S(=O)(=O)N/N=C\c2ccc3c(c2)OCO3)cc1	-1	-23	-6	1	1	1	-4	-1	1.9	-4
CC(=O)NC(Cc1cc(C)ccc1C)C(=O)N1CCN(C(=O)Nc2ccc(C(C)=O)cc2)CC1 (stereo not given)	-9	-4	-13	1.1	1	1.1	-2	-7	-0.5	3
CCCC(=O)N1c2ccccc2C(N(C(C)=O)c2ccccc2)CC1C (stereo not given)	-8	4	-12	1.1	1.1	1	-7	-5	-0.1	2
COc1ccc([N+](=O)[O-])cc1NCc1ccccc1	16	-10	3	0.8	1	0.9	0	6	0.5	4
COc1ccc(CN=C(NS(=O)(=O)c2cccs2)SC)cc1	6	-9	-8	0.9	1.1	1	-8	-1	1.6	4
Fc1ccccc1CNC(=S)Nc1cccc(C(F)(F)F)c1	11	6	4	0.9	1	1	-2	2	2.7	19
COc1ccc(OC)c(C(=O)CSc2nnnn2C)c1	6	11	-3	0.9	1	1	1	-4	0.8	-5
Cc1cc(C(=O)COC(=O)C2=NNC(=O)CC2)c(C)n1-c1ccc(OC(F)F)cc1	2	18	-14	1	1	1	-3	-2	1.4	-6
O=C(Oc1ccc(N2C(=O)CCC2=O)cc1)c1ccccc1Cl	-4	2	-8	1	0.8	1	16	-3	1.1	-9
CCN(CC(=O)Nc1ccc(Br)c(C)c1)CC(=O)NC(C)C	-1	-16	0	1	1	1	3	3	0.3	0
CCCc1nc2c(=O)n(C)c(=O)[nH]c2n1CCC	7	.	-10	0.9	1.1	1	-7	-1	-0.8	12
O=C(c1cccc(C(F)(F)F)c1)N1CCN(C2CCCCC2)CC1	6	-10	-12	0.9	1	1	-1	-4	1.2	6
Oc1ccc(/C=N/Nc2nc(N3CCCC3)nc(N3CCCC3)n2)cc1O	-1	-7	17	1	1	1	-2	0	1.5	3
CC(C)CC(=O)NC(=S)Nc1cc(C(F)(F)F)ccc1N1CCOCC1	8	-6	-14	0.9	1.1	1	-7	2	5.5	4
COCc1cc(N2CCOCC2)nc(SCc2ccc(Cl)cc2)n1	-19	-19	-15	1.2	0.9	1	6	-4	0.4	0
CCN(CC(=O)Nc1cccc(C(C)=O)c1)S(=O)(=O)c1ccccc1	3	-10	3	1	1	1	1	-4	-0.5	-4
COc1cc2nc(N3CCNCC3)nc(N)c2cc1OC	7	3	-9	0.9	1.1	1	-8	-3	-0.5	3
CC(C)(C)c1ccc(-c2n[nH]c(=S)n2/N=C/c2ccncc2)cc1	12	-15	-40	0.9	1	1	-1	-2	0.1	11
OC(C#CCN1CCOCC1)(c1ccccc1)C1CCCCC1 (stereo not given)	5	4	1	1	1	1	4	5	1.1	-9
Cc1ccc(C)c(C2=NNC(=NCc3ccccc3)SC2)c1	-7	-6	0	1.1	1	1	2	-3	0.5	8
Cc1ccc(-c2c(C#N)c(N)nc3c2CCCCC3)o1	9	-14	-7	0.9	1.1	1.1	-5	-7	1.4	-4
CN(c1ccc(OCC(=O)OCC(=O)Nc2ccc(Br)cc2)cc1)S(=O)(=O)c1cccs1	-17	9	-10	1.2	1	1.1	-5	-5	2.9	-3
O=C(Oc1ccc(/C=N/NC(=O)c2ccccc2O)cc1)c1ccccc1	2	-8	-6	1	0.9	1	6	4	2.0	-3
COc1ccc(/C=C/C(=O)C2C(=O)C=C(C)OC2=O)cc1O (stereo not given)	36	-63	13	0.6	0.2	1	83*	3	1.6	41
CCOC(=O)CSc1nc(C)c2cc(OC)ccc2n1	2	-9	-7	1	1	1	5	-1	3.4	-2

Four of the entries above in order of the TNAP inh hiacc value, smallest number first:
compound	TNAP inh hiacc
COc1cc2nc(N3CCNCC3)nc(N)c2cc1OC	-3
CCCc1nc2c(=O)n(C)c(=O)[nH]c2n1CCC	-1
COc1ccc(/C=C/C(=O)C2C(=O)C=C(C)OC2=O)cc1O (stereo not given)	3
OC(C#CCN1CCOCC1)(c1ccccc1)C1CCCCC1 (stereo not given)	5

The listing continues:
SMILES	bIAP inhibitor	APP 5UTR inh	TNAP inh noacc	bIAP activator	FLuc stim CS	TNAP act hiacc	FLuc inh counter	TNAP inh hiacc	RAM network inh	Lmaj promast
CC(NC(=O)COC(=O)c1cn(-c2ccccc2)nc1-c1cccs1)c1ccccc1 (stereo not given)	8	-13	-10	0.9	1.1	1.1	-6	-6	2.9	14
Cn1c(=O)c2cc(S(=O)(=O)NC(C(=O)NCc3ccccn3)c3ccccc3)ccc2n(C)c1=O (stereo not given)	1	-8	-22	1	1	1.1	-5	-8	1.0	-4
COc1ccc(CCNC(=O)CN(c2ccc(OC)c(OC)c2)S(C)(=O)=O)cc1	4	5	-1	1	1.1	1.1	-11	-7	-0.1	-1
COC(=O)c1[nH]c2ccc(F)cc2c1NC(=O)CCN1CCN(C(=O)c2ccco2)CC1	-5	15	-10	1	1	1	0	-3	1.2	19
O=C(CNc1cccc(C(F)(F)F)c1)N/N=C/c1cn(-c2ccccc2)nc1-c1ccccc1	.	-2	-2	0.4	1.1	1	-7	0	3.5	23
CCC(=O)OCc1c(C(F)(F)F)nn(C)c1Sc1ccc(Cl)cc1	0	1	-3	1	1	1	2	2	2.2	-2
O=C(CN(Cc1ccccc1)S(=O)(=O)c1ccc(Br)cc1)NCc1ccco1	26	7	-15	0.7	1	1	2	-4	3.4	100*
O=C(OCC(=O)N1CCN(C(=O)c2ccco2)CC1)c1cc(-c2cccc(Br)c2)nc2ccccc12	3	29	2	1	0.9	1	7	-4	1.8	14
NS(=O)(=O)c1ccc(CCNC(=O)CNC(=O)C2CCCCC2)cc1	7	-6	-13	0.9	1	1	0	-5	0.7	-4
Cc1cc(C)n2nc(SCc3nnc(SCCCCl)o3)nc2n1	4	-6	-13	1	1.1	1	-9	-4	-0.7	0
CCn1c(C(=O)O)c(CC(=O)Nc2ccccc2F)c2ccccc21	-19	13	-15	1.2	1	1	-3	-4	3.2	-7
CC(=O)Nc1ccc(CN2CCN(CCc3ccccc3)C(CCO)C2)cc1 (stereo not given)	15	14	-3	0.9	1	1	-2	1	-0.4	2
CSc1nnc(C2CCCN2)n1C (stereo not given)	0	8	-14	1	1.1	1.1	-6	-8	0.2	1
COc1ccc(-c2nnc(SCC(=O)Nc3cc(F)ccc3C)o2)cc1	-6	-1	-21	1.1	1	1.1	-1	-10	4.9	3
CC(C)C(NS(=O)(=O)c1cccs1)C(=O)NCc1ccccc1Cl (stereo not given)	-12	2	-13	1.1	1	1	1	-3	4.0	0
O=C(NCC1COc2ccccc2O1)c1c[nH]c2ccc(S(=O)(=O)N3CCOCC3)cc2c1=O (stereo not given)	8	-5	-10	0.9	1	1.1	-2	-5	3.8	-10
Cc1cccc2c1NC(C)CC2C (stereo not given)	16	9	-12	0.8	1	1	-5	-2	1.7	-1
Cc1ccc(N2CCN(C3=NC(=O)C(Cc4ccccc4)S3)CC2)cc1 (stereo not given)	-68	-13	-4	1.7	1.1	1	-12	-3	1.0	39
CCOC(=O)Cn1c(=O)n(Cc2ccco2)c(=O)c2ccc(C(=O)NC3CCCC3)cc21	4	16	-19	1	1.1	1.1	-5	-6	2.2	5
CCn1c(SCC(=O)N/N=C/C=C/c2ccccc2[N+](=O)[O-])nnc1-c1ccccc1	4	14	-4	1	1	1	-1	1	1.0	1
Cc1cccc(Nc2nc(N)nc(CC(=O)CSc3ccc(Cl)cc3)n2)c1	6	2	-8	0.9	1	1	-4	-3	1.7	4
COc1ccc(CCNC(=O)c2oc3ccc(S(=O)(=O)N4CCOCC4)cc3c2C)cc1OC	-3	-4	0	1	1.1	1	-7	-4	4.7	7
Cc1c(C(=O)Nc2ccc(Cl)cc2)c2ccccn2c1CCc1ccncc1	0	1	-7	1	0.8	1.1	16	-6	-0.9	15
